S1P2 antag = antagonists of human S1P2 receptor. O95136. cell-based S1P2 antagonist assay, inhibition at 5 uM. inhibition, % at 5 µM. 97,000 compounds, 0.21% hits. AID 736; in the data active = inhibition above about 45%;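 note: CRE beta-lactamase reporter cells expressing human S1P2 stimulated with S1P; 0% = agonist at EC80 alone and 100% = agonist plus reference antagonist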
EphB4 antag = EphB4-ephrin-B2 interaction antagonism. EphB4 LBD / TNYL-RAW-Alexa532 peptide, fluorescence polarization. P54760. inhibition, % at 7 µM. 97,000 compounds, 0.15% hits;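 active = inhibition above the screen-wide mean inhibition plus 3 SD, cut at about 15% in these data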;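 note: 0% = DMSO wells and 100% = excess unlabeled TNYL-RAW peptide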
FAK blocker = FAK (human) kinase inhibition; 97,000 compounds, 0.84% hits; Q05397; inhibition, %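 (tested at 7 µM)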; AID 727; biochemical FAK kinase activity assay; in the data active = inhibition above about 19%;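 note: 0% = DMSO and 100% = reference compound high control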
Target sequence (Q05397 whole entry, looked up): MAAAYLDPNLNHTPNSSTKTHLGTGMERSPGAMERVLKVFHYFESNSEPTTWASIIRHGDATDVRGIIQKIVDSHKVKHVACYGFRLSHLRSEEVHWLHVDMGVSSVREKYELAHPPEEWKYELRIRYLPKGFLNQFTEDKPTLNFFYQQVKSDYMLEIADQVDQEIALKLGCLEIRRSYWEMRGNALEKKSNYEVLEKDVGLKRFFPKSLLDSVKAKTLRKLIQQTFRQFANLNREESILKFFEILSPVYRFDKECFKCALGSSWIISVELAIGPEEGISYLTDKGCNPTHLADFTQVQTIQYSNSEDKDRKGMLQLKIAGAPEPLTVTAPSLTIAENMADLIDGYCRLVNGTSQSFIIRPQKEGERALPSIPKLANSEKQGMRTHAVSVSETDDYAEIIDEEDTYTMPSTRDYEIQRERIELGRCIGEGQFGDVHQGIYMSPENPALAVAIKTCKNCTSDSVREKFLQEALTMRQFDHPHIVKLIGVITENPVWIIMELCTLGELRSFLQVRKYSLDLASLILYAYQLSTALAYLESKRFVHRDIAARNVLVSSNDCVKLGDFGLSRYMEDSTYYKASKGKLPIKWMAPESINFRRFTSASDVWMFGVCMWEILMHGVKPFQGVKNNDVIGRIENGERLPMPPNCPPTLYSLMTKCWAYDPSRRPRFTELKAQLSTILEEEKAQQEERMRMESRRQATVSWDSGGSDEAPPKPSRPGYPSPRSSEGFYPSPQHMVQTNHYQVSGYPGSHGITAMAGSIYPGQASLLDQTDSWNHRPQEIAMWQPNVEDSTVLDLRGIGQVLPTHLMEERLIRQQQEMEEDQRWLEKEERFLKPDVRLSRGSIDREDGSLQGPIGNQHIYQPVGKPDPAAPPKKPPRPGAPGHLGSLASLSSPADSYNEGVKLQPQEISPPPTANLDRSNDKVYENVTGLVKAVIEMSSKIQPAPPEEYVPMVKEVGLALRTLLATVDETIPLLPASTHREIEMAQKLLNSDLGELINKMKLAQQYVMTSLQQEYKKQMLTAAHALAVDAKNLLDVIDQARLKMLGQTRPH
PLK1 PBD inh = inhibitors of human Plk1 polo box domain binding | P53350 | Plk1 PBD phosphopeptide binding, fluorescence polarization | inhibition, %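 (tested at about 20 µM)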 | 97,000 compounds, 0.13% hits; in the data active = inhibition above about 34%, passing the limit was not always enough
S1P2 ag = activates the human S1P2 receptor | AID 729 | 97,000 compounds, 0.46% hits | activation, % at 4.5 µM | S1P2-expressing cell line, agonist reporter read-out | O95136; in the data active = activation above about 16%;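 note: 0% = vehicle low control and 100% = maximal reference agonist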
PLAP act = activates human placental alkaline phosphatase; 96,000 compounds, 1.2% hits; purified PLAP enzyme, luminescent substrate read-out; stronger effect = higher value; activation fold at 20 µM; P05187; in the data active = activation fold above about 2
MT1-MMP txn act = MT1-MMP promoter transcription activation. activation factor at 10 µM. 86,000 compounds, 0.16% hits. HT1080 MT1-MMP promoter luciferase reporter, luminescence, overnight; stronger effect = higher value;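 active = activation factor of at least 2 for MT1-MMP transcription at 10 µM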
HIV Rev-RRE inh = disrupts HIV-1 Rev binding to RRE RNA. Rev peptide-RRE RNA binding, FRET. inhibition, % at 8 µM. 97,000 compounds, 0.79% hits;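 active = inhibition above the screen-wide mean plus 3 SD, cut at about 35% in these data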;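 note: 0% = median DMSO wells and 100% = median Neomycin B control wells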
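Test system: Cy5-tagged RRE RNA duplex with fluorescein-tagged Rev peptide; Probe or stimulus: labelled Rev peptide; Schedule: 5 min preincubation and 15 min binding, 25 °C; Signal: FRET fluorescence readout; Evaluation: % inhibition from 671/540 nm acceptor-to-donor ratio, scaled between controls; Control set: DMSO and neomycin B.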
PLK1 kinase inh = PLK1 (human) kinase inhibition; inhibition, % at 10 µM; recombinant PLK1 kinase, TR-FRET peptide phosphorylation; AID 619; 97,000 compounds, 0.53% hits;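 active = inhibition of 50% or more in the single-concentration screen; inactive = inhibition below 50%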;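 note: 0% = DMSO max control and 100% = H-89 dihydrochloride min control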
* hit, by the source's call; / = not tested or not shown.

#1 Cc1ccc(Oc2coc3cc(OC(=O)c4cccs4)ccc3c2=O)cc1
#2 COc1cccc(CNC(=O)C2CCCN(S(=O)(=O)c3c(C)n[nH]c3C)C2)c1 (stereo unspecified)
#3 CCOc1ccc(N2C(=O)CC(n3ccc(C)n3)C2=O)cc1 (stereo unspecified)
#4 O=C(OCc1nc2ccccc2s1)C1CCN(C2=NS(=O)(=O)c3ccccc32)CC1
#5 CC1CCCC(NC(=O)CCn2c(=O)oc3ccccc32)C1C (stereo unspecified)
#6 CC(=O)N(CN1C(=O)c2ccccc2C1=O)c1cccc(C)c1

Compound | 1 | 2 | 3 | 4 | 5 | 6
S1P2 antag | -5 | -3 | -8 | -1 | 18 | 16
EphB4 antag | -4 | 0 | 8 | -3 | 5 | 1
FAK blocker | -6 | 1 | 0 | 0 | 5 | -9
PLK1 PBD inh | -1 | 5 | -17 | -22 | -17 | -1
S1P2 ag | -8 | -1 | -1 | -6 | -4 | -10
PLAP act | 1.1 | 1.2 | / | 1.8 | 1.1 | 1.2
MT1-MMP txn act | / | 1.2 | 1.2 | 1.6 | 1 | 1.1
HIV Rev-RRE inh | 10 | 5 | 6 | 7 | 7 | 5
PLK1 kinase inh | -5 | -13 | 2 | 2 | -5 | -10

#7 CCCn1c(CCC(=O)Nc2ccccc2Cc2ccccc2)nc2cc(S(=O)(=O)N3CCOCC3)ccc21
#8 O=C(COC(=O)c1cncc(Br)c1)NCCC1=CCCCC1
#9 O=C(Nc1nc(-c2cccc([N+](=O)[O-])c2)cs1)C(c1ccccc1)c1ccccc1
#10 O=C(c1ccc(N2CCCC2=O)cc1)N1CCN(c2ccccc2)CC1
#11 O=c1oc(Nc2ccc(F)cc2)nc2ccccc12
#12 CCCn1c(C(=O)OC)cc2c1ccn2-c1ccc(F)cc1

Compound | 7 | 8 | 9 | 10 | 11 | 12
S1P2 antag | 18 | -3 | 21 | -6 | -1 | 7
EphB4 antag | -4 | 0 | 0 | -7 | -11 | 4
FAK blocker | 0 | -1 | -2 | -3 | 2 | 2
PLK1 PBD inh | -7 | 15 | -12 | -4 | 8 | 2
S1P2 ag | -6 | -5 | -10 | -8 | -4 | -1
PLAP act | 1.4 | 1.2 | 1 | 1 | 0.9 | 1.1
MT1-MMP txn act | / | 1.1 | / | 1 | / | 1.1
HIV Rev-RRE inh | 5 | 10 | 7 | -1 | 0 | 4
PLK1 kinase inh | -7 | -5 | -14 | -3 | -11 | -9

#13 COc1ccc(S(=O)(=O)N2CCN(Cc3ccc(Cl)cc3)CC2)cc1
#14 COc1ccc2[nH]c(=O)c(CNc3cccc(C)c3)cc2c1
#15 COc1ccc(/C=N/Nc2nonc2N)cc1
#16 CC(C)c1nnc(SCC(=O)NCc2ccco2)n1C
#17 O=C(Oc1cccc(NC(=O)c2ccccc2Cl)c1)c1ccc([N+](=O)[O-])cc1
#18 N#CC1=C(N)c2ccccc2CC12CCCCC2

Compound | 13 | 14 | 15 | 16 | 17 | 18
S1P2 antag | 5 | 24 | 23 | -12 | -4 | -20
EphB4 antag | -5 | 0 | 12 | 1 | -10 | -1
FAK blocker | -2 | 7 | 16 | -4 | -10 | 2
PLK1 PBD inh | 14 | 9 | 1 | -8 | 5 | -5
S1P2 ag | -4 | -3 | -6 | -3 | -7 | -4
PLAP act | 1.1 | 1 | 0.9 | 0.9 | 0.7 | 0.5
MT1-MMP txn act | 1.1 | 1.1 | 1.2 | 1.1 | / | 1
HIV Rev-RRE inh | 14 | 57* | 12 | 5 | 3 | 4
PLK1 kinase inh | -13 | -4 | -5 | -1 | -5 | -2

6 of the compounds above, tab-delimited.
cpd	Compound	S1P2 antag	EphB4 antag	FAK blocker	PLK1 PBD inh	S1P2 ag	PLAP act	MT1-MMP txn act	HIV Rev-RRE inh	PLK1 kinase inh
13	COc1ccc(S(=O)(=O)N2CCN(Cc3ccc(Cl)cc3)CC2)cc1	5	-5	-2	14	-4	1.1	1.1	14	-13
14	COc1ccc2[nH]c(=O)c(CNc3cccc(C)c3)cc2c1	24	0	7	9	-3	1	1.1	57*	-4
15	COc1ccc(/C=N/Nc2nonc2N)cc1	23	12	16	1	-6	0.9	1.2	12	-5
16	CC(C)c1nnc(SCC(=O)NCc2ccco2)n1C	-12	1	-4	-8	-3	0.9	1.1	5	-1
17	O=C(Oc1cccc(NC(=O)c2ccccc2Cl)c1)c1ccc([N+](=O)[O-])cc1	-4	-10	-10	5	-7	0.7	/	3	-5
18	N#CC1=C(N)c2ccccc2CC12CCCCC2	-20	-1	2	-5	-4	0.5	1	4	-2

Following part:
#19 Cc1ccc2nsnc2c1S(=O)(=O)NCCc1c(C)[nH]c2ccc(F)cc12
#20 Cn1nc([N+](=O)[O-])nc1N1CCN(c2ccc(F)cc2)CC1
#21 COc1cc(C(=O)Nc2ccc(S(=O)(=O)NC(C)(C)C)cc2)cc(OC)c1OC
#22 Brc1ccc(C2=Nn3c(nnc3-c3cccnc3)SC2)s1
#23 CC1CCN(S(=O)(=O)c2csc(C(=O)Nc3ccccc3)c2)CC1
#24 Cc1[nH]n(-c2cccc3ccccc23)c(=O)c1/C=N/c1sc2c(c1C#N)CCC2

Compound | 19 | 20 | 21 | 22 | 23 | 24
S1P2 antag | -24 | 20 | -9 | 7 | -13 | -13
EphB4 antag | -5 | 3 | -5 | -6 | 7 | 3
FAK blocker | -1 | -2 | 0 | -1 | -2 | 0
PLK1 PBD inh | 37 | 10 | 7 | 2 | -25 | 11
S1P2 ag | 0 | -3 | -3 | -5 | -3 | -6
PLAP act | 0.6 | 0.8 | 0.8 | 1 | 0.8 | 1.3
MT1-MMP txn act | 1.2 | 0.9 | 1.2 | 1.3 | 1.2 | /
HIV Rev-RRE inh | 1 | 7 | 8 | 3 | 0 | 6
PLK1 kinase inh | -3 | 7 | -2 | -6 | -11 | -9

#25 CC(=O)Nc1ccc(SCC(=O)OCC(=O)NC(=O)NCc2ccco2)cc1
#26 C=CC[N+](C)(C)C/C(Cl)=C(\Cl)c1ccccc1
#27 CC(C)c1ccc(C(CC(=O)c2ccc(Cl)cc2)C(=O)O)cc1 (stereo unspecified)
#28 Cc1nn(C(C)(C)C)c(OC(=O)C2CCCC2)c1S(=O)(=O)c1ccccc1
#29 Cc1ccccc1-n1c(SCc2cc(=O)n3ccccc3n2)nc2[nH]ncc2c1=O
#30 COc1ccc(-c2nsc3c(N4CCN(C(=O)c5ccco5)CC4)ncnc23)cc1

Compound | 25 | 26 | 27 | 28 | 29 | 30
S1P2 antag | 10 | -9 | -8 | -4 | -45 | -3
EphB4 antag | 16* | 2 | -3 | -3 | 5 | -7
FAK blocker | 16 | 0 | -3 | -3 | -4 | -3
PLK1 PBD inh | -13 | -1 | -41 | -14 | -6 | 8
S1P2 ag | -5 | -5 | -4 | -3 | 24* | -10
PLAP act | 0.9 | 0.8 | 1.2 | 1.4 | 1.8 | 0.9
MT1-MMP txn act | 1.1 | 1 | / | 1.2 | 1 | 1.5
HIV Rev-RRE inh | 7 | -1 | -4 | 0 | 3 | -3
PLK1 kinase inh | -7 | 1 | -7 | -14 | 14 | -13

#31 CCOc1ccccc1OCC(=O)NN1Cc2ccccc2C1=N
#32 CS(=O)(=O)N1CCN(c2ccc(NC(=O)c3cccnc3Cl)cc2)CC1
#33 CCOc1cc(C(=O)NCCOC)ccc1OC
#34 CC1CCc2c(C(=O)NCCN3CCOCC3)csc2C1 (stereo unspecified)
#35 COc1ccc(C(=O)/C(C)=N/O)cc1OC
#36 COc1ccc(NC(=O)CCS(=O)(=O)c2ccc3c(c2)CCCN3C(C)=O)cc1Cl

Compound | 31 | 32 | 33 | 34 | 35 | 36
S1P2 antag | -30 | -11 | -11 | 17 | -25 | 12
EphB4 antag | 0 | -4 | 2 | 5 | 0 | 3
FAK blocker | 1 | 0 | 1 | -3 | -1 | -6
PLK1 PBD inh | -28 | 13 | -9 | -3 | -21 | 4
S1P2 ag | 0 | -6 | -4 | -9 | -4 | -4
PLAP act | 1.3 | 1.2 | 0.8 | 1 | 0.8 | 0.8
MT1-MMP txn act | / | 1.2 | 1 | 1.1 | 1.1 | 1
HIV Rev-RRE inh | 7 | 5 | 13 | 2 | 2 | 3
PLK1 kinase inh | -15 | -1 | -11 | -10 | -1 | -1

Among those listed so far, these contain fluorine:
#11 O=c1oc(Nc2ccc(F)cc2)nc2ccccc12
#12 CCCn1c(C(=O)OC)cc2c1ccn2-c1ccc(F)cc1
#19 Cc1ccc2nsnc2c1S(=O)(=O)NCCc1c(C)[nH]c2ccc(F)cc12
#20 Cn1nc([N+](=O)[O-])nc1N1CCN(c2ccc(F)cc2)CC1

Compound | 11 | 12 | 19 | 20
S1P2 antag | -1 | 7 | -24 | 20
EphB4 antag | -11 | 4 | -5 | 3
FAK blocker | 2 | 2 | -1 | -2
PLK1 PBD inh | 8 | 2 | 37 | 10
S1P2 ag | -4 | -1 | 0 | -3
PLAP act | 0.9 | 1.1 | 0.6 | 0.8
MT1-MMP txn act | / | 1.1 | 1.2 | 0.9
HIV Rev-RRE inh | 0 | 4 | 1 | 7
PLK1 kinase inh | -11 | -9 | -3 | 7

Later entries
#37 Cc1cc(C)n(Cc2ccc(C(=O)O)o2)n1
#38 Cc1ccc(CCNC(=O)c2nnn(-c3cccc(C)c3)c2N)cc1
#39 CCN(CC(=O)NC(C)C)C(=O)CCNC(=O)c1ccc(Cl)cc1
#40 CCOc1ccccc1C(=O)NC(C(=O)Nc1ccccc1N1CCOCC1)C(C)C (stereo unspecified)
#41 Cc1ccc(S(=O)(=O)N2CCC(C(=O)OCC(=O)N3CCc4ccccc43)CC2)cc1
#42 CCOC(=O)c1cnc(SC)nc1Oc1cccc(NS(=O)(=O)c2ccc(F)cc2)c1

Compound | 37 | 38 | 39 | 40 | 41 | 42
S1P2 antag | 5 | 29 | 9 | -3 | 29 | -2
EphB4 antag | 4 | 4 | -5 | 3 | -7 | 0
FAK blocker | 2 | -4 | -1 | 1 | 1 | 1
PLK1 PBD inh | -5 | -4 | 2 | -9 | 24 | -15
S1P2 ag | -8 | -12 | -4 | -2 | -5 | -2
PLAP act | 1.1 | 0.9 | 0.9 | 1.5 | 0.9 | 1.2
MT1-MMP txn act | 1 | 1.2 | 1.1 | 1.3 | 1.2 | /
HIV Rev-RRE inh | 2 | 2 | 4 | 7 | 6 | 6
PLK1 kinase inh | -3 | -3 | 2 | 1 | -11 | -15

#43 CCOC(=O)C(C)Sc1nc2c(c(=O)[nH]c(=O)n2C)n1C/C=C(/C)Cl (stereo unspecified)
#44 CN1C(=O)CC(N2CCN(c3ccc(Cl)c(Cl)c3)CC2)C1=O (stereo unspecified)
#45 O=[N+]([O-])c1cc(/C=N/O)ccc1Sc1ccccc1
#46 Cn1c(=O)c2c(nc(SCc3cccnc3)n2Cc2ccc(F)cc2)n(C)c1=O
#47 O=C(NCCO)c1cc2c(s1)CCC2
#48 O=C(CSc1cn(Cc2ccccc2)c2ccccc12)N1CCOCC1
#49 CC1CN=C(c2cccn2Cc2ccc(F)cc2Cl)O1 (stereo unspecified)
#50 COC(=O)NCC1(C)CC(NC(=O)OC)CC(C)(C)C1 (stereo unspecified)

Compound | 43 | 44 | 45 | 46 | 47 | 48 | 49 | 50
S1P2 antag | -3 | 6 | -54 | -1 | 12 | 17 | -4 | -6
EphB4 antag | 2 | 2 | -2 | -6 | 1 | -3 | 2 | 1
FAK blocker | 4 | -1 | 1 | 3 | -5 | -1 | 2 | -2
PLK1 PBD inh | -16 | -23 | 15 | -3 | 15 | 0 | -27 | -4
S1P2 ag | -4 | -5 | 2 | -4 | -3 | -3 | -5 | -3
PLAP act | 1 | 1.4 | 1.1 | 1 | 0.8 | 1.2 | 1.2 | 1.1
MT1-MMP txn act | 1.2 | 1.2 | / | 1 | 1.1 | / | 1.2 | 1.1
HIV Rev-RRE inh | -4 | -1 | 11 | 9 | 7 | 3 | 10 | 4
PLK1 kinase inh | -1 | 5 | 9 | 19 | -11 | -10 | -7 | -20

Assay outcomes deposited in PubChem by several laboratories.
